CBFb RUNX1 block: inhibitors of human CBF-beta and RUNX1 interaction. Q01196+Q13951. AlphaScreen CBFb-His/RUNX1-biotin binding, biochemical. Potency, µM (top dose mostly 59.8 µM), for the others: at the top dose activity, negative = inhibition, most hits filed as inhibitors. 230,000 tested, under 10 active. AID 1477; note: % of control where 0% means no effect
Target sequence (Q01196 whole entry, looked up): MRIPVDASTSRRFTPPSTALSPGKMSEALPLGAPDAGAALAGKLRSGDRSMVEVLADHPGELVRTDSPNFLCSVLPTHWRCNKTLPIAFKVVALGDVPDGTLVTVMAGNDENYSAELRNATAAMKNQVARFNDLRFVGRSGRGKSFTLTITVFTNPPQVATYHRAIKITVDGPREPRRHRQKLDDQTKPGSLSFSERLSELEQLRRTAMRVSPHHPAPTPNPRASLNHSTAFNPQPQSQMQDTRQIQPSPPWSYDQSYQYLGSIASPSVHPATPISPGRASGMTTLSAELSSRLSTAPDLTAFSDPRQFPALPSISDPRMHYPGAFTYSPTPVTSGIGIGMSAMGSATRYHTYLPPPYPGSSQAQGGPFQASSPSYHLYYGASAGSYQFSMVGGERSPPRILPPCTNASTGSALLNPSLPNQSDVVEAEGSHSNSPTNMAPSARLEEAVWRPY
Target sequence (Q13951 whole entry, looked up): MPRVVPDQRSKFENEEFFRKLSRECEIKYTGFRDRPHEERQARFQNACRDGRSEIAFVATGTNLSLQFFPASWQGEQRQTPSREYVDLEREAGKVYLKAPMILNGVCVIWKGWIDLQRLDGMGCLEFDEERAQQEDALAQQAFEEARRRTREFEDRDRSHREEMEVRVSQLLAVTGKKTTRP
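Room-temperature protein-protein interaction test with 30 nM each of His-tagged CBF-beta and biotinylated RUNX1, 15 min with compound, then 90 min with nickel plus streptavidin beads. Signal read in AlphaScreen mode.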
Epigenetic reg: regulators of epigenetic silencing causing reporter derepression in mouse cells; murine LDR cells, GFP reporter derepression, 30 h; Potency, µM (titrated, usually from 53.9 µM), for inactives: at the top dose GFP activation, actives largely listed as activators; 280,000 tested, 0.2% active; AID 1865; note: potency is the fitted concentration of half-maximal effect; % of control where 0% means no effect; nearly all actives have a fitted effect of over 60% in size
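Reporter derepression read as number of fluorescent GFP-positive objects, 20-120 um in size, counted by laser-scanning cytometer. Mouse LDR line with an epigenetically silenced CMV-GFP locus; compound incubation 30 h, 37 C.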
Luc counter: Kinase-Glo luciferase inhibition (counter-screen). Kinase-Glo luciferase, ATP luminescence, 8 min. Potency, µM (top dose mostly 38.3 µM), for the others: top-dose activity change, negative = inhibition, hits mostly inhibitors. 200,000 tested, 0.28% active. AID 1379; note: potency is the fitted concentration of half-maximal effect; % is set by controls: 0 for no effect and ±100 for the full control effect; nearly all actives have a fitted effect of over 60% in size
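Light output from Kinase-Glo luciferase with luciferin and 10 uM ATP in 50 mM imidazole pH 7.2, KCl, MgCl2, Tween 20, BSA; compound pin-delivered, 8-min ambient incubation, then luminescence read.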
HttQ103 aggreg: mutant huntingtin aggregation inhibition; PC12 HttQ103-GFP aggregates, Acumen cytometry, 40 h; Potency, µM (doses to about 46.1 µM), without a hit: at the highest dose activity change, negative = inhibition, hits mostly inhibitors; 220,000 tested, 1.1% active; AID 1688; note: potency is the fitted concentration of half-maximal effect; % is set by controls: 0 for no effect and ±100 for the full control effect; nearly all actives have a fitted effect of over 60% in size
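Aggregate formation scored by laser-scanning cytometer (488 excitation, 500–530 emission) in lysed PC12 cells expressing Q103-GFP after 100 nM tebufenozide induction; library tested in dose series, with ATPLite reagent added in the multiplex.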
NPSR antagonist: blocks cAMP signaling of the human neuropeptide S receptor; 220,000 tested, 1% active; Potency, µM (series often up to 38.3 µM), for inactives: at the highest dose activity change, negative = inhibition, actives largely listed as inhibitors; Q6W5P4; CHO-NPSR cells, cAMP TR-FRET, antagonist mode; note: potency is the fitted concentration of half-maximal effect; % is set by controls: 0 for no effect and ±100 for the full control effect; nearly all actives have a fitted effect of over 50% in size; many of its hits are not listed in these tables
Target sequence (Q6W5P4 whole entry, looked up): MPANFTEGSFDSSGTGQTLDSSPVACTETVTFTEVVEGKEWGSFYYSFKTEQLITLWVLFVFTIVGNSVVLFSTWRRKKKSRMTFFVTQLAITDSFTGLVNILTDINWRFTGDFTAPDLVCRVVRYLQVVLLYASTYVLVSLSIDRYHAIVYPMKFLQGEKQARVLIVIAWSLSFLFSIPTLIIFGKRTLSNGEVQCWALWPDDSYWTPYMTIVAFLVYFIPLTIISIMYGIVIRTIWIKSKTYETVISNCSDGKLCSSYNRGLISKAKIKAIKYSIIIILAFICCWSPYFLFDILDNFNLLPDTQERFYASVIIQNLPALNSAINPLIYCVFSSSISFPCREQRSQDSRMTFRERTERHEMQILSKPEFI
LMNA splice mod: changes lamin A minigene splicing in HeLa cells | HeLa LMNA splicing GFP/RFP minigene ratio, 48 h | AID 1487 | Potency, µM (highest dose often 46.1 µM), for inactives: at the top dose ratio change, negative = inhibition, hits mostly inhibitors | 200,000 tested, 0.01% active; active = well fitted inhibition curve with a large enough effect in the signal ratio, with a control signal flat, not every such curve was filed as active; inconclusive = small, poorly fitted or top-dose-only effect, or effect the other way, or a change in a side signal; the % refers to the signal ratio; note: potency is the fitted concentration of half-maximal effect; % is set by controls: 0 for no effect and ±100 for the full control effect
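S3 HeLa cells stably expressing lamin A-EGFP splicing minigene plus DsRed2, 600 cells/well, 48 h compound exposure at 37C. Laser-scanning cytometry; analysed as GFP (500-530 nm)/RFP (575-640 nm) total intensity ratio; 0.5% DMSO vehicle.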
IMPase Li cell: IMPase inhibition in cells with lithium potentiation; CHO-M1 cells, IP1 TR-FRET (IP-One), carbachol + lithium; Potency, µM (doses to about 59.4 µM), for the others: at the top dose activity, negative = IMPase inhibition, usual class: inhibitors; 210,000 tested, 0.35% active; AID 1457;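 note: IP1 builds up when IMPase is blocked and the TR-FRET signal falls; potency is the fitted concentration of half-maximal effect; plate controls were basal vehicle for no effect and high inhibitor control for full effect; nearly all actives have a fitted effect of over 50% in size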
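CHO cells stably expressing M1 receptor (2000/well) were cultured 16–30 h, then exposed to compounds with a small lithium addition for 30 min at 37C. IP1 was measured by TR-FRET competition; AC50 from Hill fits.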
An asterisk follows results filed as active; ? = inconclusive; · = not tested or not shown; [ ] = dose if it differs, or a comment. Unless noted, calls come from the whole dose curve; as a rule, active = well fitted curve in the direction sought with a large enough effect; inconclusive = small, poorly fitted or top-dose-only effect, or another doubt; inactive = no such curve, though single readings can be large; an effect the other way counts as inactive or inconclusive. This is a subset; count on the stated rates, not on these rows.

SMILES | CBFb RUNX1 block | Epigenetic reg | Luc counter | HttQ103 aggreg | NPSR antagonist | LMNA splice mod | IMPase Li cell
O=C(c1ccccc1F)N1CCN(S(=O)(=O)c2ccc(S(=O)(=O)N3CCCCCC3)cc2)CC1 | 9% | -0.3% | · | -23%[9.22 µM] | -5% | · | ·
CC(C)C(c1nnnn1C(C)(C)C)N1CCN(Cc2cccnc2)CC1 (configuration not stated) | 2% | 3.1% | -9% | -7%[9.22 µM] | -29% | · | 16%
COC(=O)[C@@]1(Cc2ccccc2)[C@H]2c3cc(C(=O)N4CCCC4)n(Cc4ccccn4)c3C[C@H]2CN1C(=O)c1ccccc1 | -2% | 3.8% | 1% | · | · | · | 1%
N#C/C(=C/c1ccc(-c2cc(C(=O)O)cc(C(=O)O)c2)o1)c1nc2ccccc2s1 | ? | 1.8% | -4% | -27% | -1% | · | -2%
Cc1ccc(OCCNC(=O)/C=C/c2ccccc2)cc1C | 7% | -0.9% | -1% | 2% | -4% | -2% | 6%
COc1ccc(NC2C=CS(=O)(=O)C2)cc1 (configuration not stated) | -2% | -0.7% | -3% | 22% | -8%[46.1 µM] | -3% | -6%[38.3 µM]
CC1CN(C(=O)Nc2ccc3c(c2)OCCO3)CC(C)O1 (configuration not stated) | 15% | -0.4% | -4% | 1% | 2% | ? | 3%
COc1ccc(N2C(=O)CCC(C(=O)Nc3ccccn3)C2c2ccc(OC)c(OC)c2)cc1 (configuration not stated) | 2% | -0.6% | 0% | 10% | -6%[46.1 µM] | 21% | -11%[38.3 µM]
O=C(COC(=O)Cc1cccs1)Nc1ccccc1F | 4% | 0.0% | -1% | -16% | 13%[46.1 µM] | 13% | 19%[38.3 µM]
O=c1[nH]c(SCCN2CCOCC2)nc(O)c1-c1ccccc1 | 4% | 1.1% | · | -12%[9.22 µM] | -19% | · | ·
COC(=O)CSc1nsc(SCC(=O)OC)c1C#N | 3% | -1.1% | -3% | -1% | -11%[46.1 µM] | -16% | -2%
Cc1cccc2c(=O)cc(C)n(CC(=O)N3CCCCC3)c12 | -1% | 0.9% | · | 2% | -12%[46.1 µM] | -3% | ·
CN(C)c1ccc(NC(=O)/C=C/c2ccccc2Cl)cc1 | -22% | ? | 0% | -11% | -2% | -14% | 6%
CS(=O)(=O)N1CCCC(C(=O)NCCCN2CCN(Cc3ccccc3)CC2)C1 (configuration not stated) | -1% | -1.1% | -7% | 5% | -18%[46.1 µM] | -3% | 6%[38.3 µM]
CCOC(=O)c1[nH]c2c(c1-c1ccc(OC)cc1)C(=O)CC(c1ccc(OC)c(OC)c1)C2 (configuration not stated) | -3%[2.36 µM] | 17% | -2% | -10% | -13% | ? | 12%

Some of the entries so far, with two lines to a compound:
Sequence of screens – CBFb RUNX1 block, Epigenetic reg, Luc counter, HttQ103 aggreg, NPSR antagonist, LMNA splice mod, IMPase Li cell
COC(=O)[C@@]1(Cc2ccccc2)[C@H]2c3cc(C(=O)N4CCCC4)n(Cc4ccccn4)c3C[C@H]2CN1C(=O)c1ccccc1
→ -2%, 3.8%, 1%, ·, ·, ·, 1%
N#C/C(=C/c1ccc(-c2cc(C(=O)O)cc(C(=O)O)c2)o1)c1nc2ccccc2s1
→ ?, 1.8%, -4%, -27%, -1%, ·, -2%
Cc1ccc(OCCNC(=O)/C=C/c2ccccc2)cc1C
→ 7%, -0.9%, -1%, 2%, -4%, -2%, 6%
COc1ccc(NC2C=CS(=O)(=O)C2)cc1 (configuration not stated)
→ -2%, -0.7%, -3%, 22%, -8%[46.1 µM], -3%, -6%[38.3 µM]
CC1CN(C(=O)Nc2ccc3c(c2)OCCO3)CC(C)O1 (configuration not stated)
→ 15%, -0.4%, -4%, 1%, 2%, ?, 3%
COc1ccc(N2C(=O)CCC(C(=O)Nc3ccccn3)C2c2ccc(OC)c(OC)c2)cc1 (configuration not stated)
→ 2%, -0.6%, 0%, 10%, -6%[46.1 µM], 21%, -11%[38.3 µM]

(next part)
SMILES | CBFb RUNX1 block | Epigenetic reg | Luc counter | HttQ103 aggreg | NPSR antagonist | LMNA splice mod | IMPase Li cell
COc1ccccc1N1CCN(C(=O)CCc2ccc(S(=O)(=O)NCC(C)C)cc2)CC1 | 0% | 0.0% | -3% | ? | -19%[46.1 µM] | ? | -10%[38.3 µM]
c1ccc2oc(-c3ccc4nc[nH]c4c3)nc2c1 | 2% | 7.0% | -8% | -3% | -17%[46.1 µM] | -14% | -11%
COc1cccc(C(=O)Nc2ccccc2)c1 | -1% | -2.1% | -14% | 18% | 5%[46.1 µM] | 4% | 7%[38.3 µM]
O=C(CNS(=O)(=O)c1cccs1)N1CCCC1 | 8% | 0.9% | 1% | ? | -1%[46.1 µM] | 6% | 19%[38.3 µM]
CC(=O)NC1=NN(C(C)=O)C(C)(CS(=O)(=O)c2ccc(Cl)cc2)S1 (configuration not stated) | 3% | 0.0% | 1% | -9% | -9%[46.1 µM] | -7% | -8%
Cc1cc(NC(=O)c2ccc3c(c2)C(=O)N(C(C)(C)C)C3=O)no1 | -2% | -0.9% | · | -1% | 13% | · | -11%
CCCn1c(-c2ccc(F)cc2)nc2c(NCCCN3CCOCC3)nc(C)nc21 | 11% | -0.2% | -3% | · | · | · | 3%
CC(C)n1cc(/C=C2/SC(=O)N(CC(=O)Nc3ccc4c(c3)OCO4)C2=O)c2ccccc21 | 1% | ? | -1% | 16% | -6%[46.1 µM] | ? | 6%[38.3 µM]
Nc1cccc2c1C(=O)N(C(=O)c1cccc(S(=O)(=O)N3CCCCCC3)c1)C2=O | 4% | -1.1% | 1% | 20% | 7%[46.1 µM] | ? | 8%[38.3 µM]
c1ccc(Sc2cccc3ccccc23)c(CNC2=NCCN2)c1 | 0% | -0.9% | -2% | -26% | -5% | -3% | 16%
COc1ccc(CNC(=O)CSc2nnc(C)s2)cc1 | -3% | 1.1% | -2% | 8% | 0%[46.1 µM] | -1% | -10%[38.3 µM]
COCCn1c(SC2CCCCC2=O)nnc1-c1ccncc1 (configuration not stated) | 4% | -2.6% | 3% | 6% | 8% | -2%[46 µM] | -8%
CC(=O)N/C(=C\c1ccc2c(c1)OCO2)C(=O)NC(C(=O)O)c1ccccc1 (configuration not stated) | 3% | -1.3% | · | -5%[9.22 µM] | 20% | · | ·
CN(C)CCNC(=O)c1coc(=O)c(Br)c1 | 6% | -0.7% | 1% | 5% | 4%[46.1 µM] | ? | -9%[38.3 µM]
Cc1cc(=O)n2c3ccccc3n(CC(O)CN3CCCCC3)c2c1C#N (configuration not stated) | 2% | -1.1% | -2% | 10% | -16%[46.1 µM] | 7% | -2%[38.3 µM]
O=C(CC1C(=O)NCCN1CC1CCCCC1)NCc1ccccc1Cl (configuration not stated) | 0% | -0.2% | 1% | -4%[9.22 µM] | -24% | 23%[46 µM] | 10%
Cc1ccc(NC(=S)NC2CCN(Cc3ccccc3)CC2)c(C)c1 | 1% | -1.9% | 0% | 29% | 14% | -3% | 4%
COc1ccc([C@H]2[C@H](C(=O)C(C)(C)C)N3N=Cc4ccccc4C3C23C(=O)OC(C)(C)OC3=O)cc1 (some centres not stated) | 1% | -1.9% | -1% | 29% | 5% | -2% | 5%
NC(=O)c1ccsc1NC(=O)COC(=O)c1ccccc1NCc1ccco1 | -1% | 5.0% | -3% | -1%[9.22 µM] | -5%[46.1 µM] | 6% | -5%[38.3 µM]
Cc1ccccc1N1C(=O)C(Oc2ccc(Cl)cc2)C1CNCCCOC(C)C (configuration not stated) | 8% | -1.1% | 1% | -1% | -14% | -13% | 11%
Cc1cccc(NC(=O)NC(C)CCc2ccccc2)c1 (configuration not stated) | 6% | 0.0% | 4% | 8% | -18% | -6% | 0%
CCOC(=O)Cc1nnc(NC(=O)c2ncn[nH]2)s1 | -11% | 0.0% | 0% | 2% | -6%[46.1 µM] | 4% | 22%[38.3 µM]
CCCCCn1c(CCCNC(=O)CC)nc2ccccc21 | 0% | -1.0% | 4% | -4% | -6%[46.1 µM] | ? | 9%
CCOC(=O)COc1c(C=O)cc(Br)cc1OC | 1% | 1.0% | 0% | -6% | -18%[46.1 µM] | -1% | 6%[38.3 µM]
CC(C)C[C@@H](N)c1nnc(SCC(=O)c2ccc(Cl)cc2)o1 | -4% | 2.8% | -4% | -28% | -2%[46.1 µM] | 20% | 28%[38.3 µM]
C/C(N)=C(/C#N)C(=O)CSc1n[nH]c(-c2ccccc2Br)n1 | 8% | 0.2% | -3% | -11% | -11%[46.1 µM] | 3% | -2%[38.3 µM]
Cc1nnc(NC(=O)C2c3ccccc3Oc3ccccc32)s1 | -4% | 0.8% | 2% | ? | -15%[46.1 µM] | ? | 17%
COc1ccccc1N1CCN(C(=O)CSc2nc(-c3ccco3)cc(C(F)(F)F)n2)CC1 | -9% | -1.0% | 0% | -5% | ? | -13% | 6%[38.3 µM]
O=C(CC(c1ccccc1)c1ccccc1O)NCc1ccccc1Cl (configuration not stated) | -5% | -0.9% | -7% | -23% | -53% | -9% | 24%
CCOC(=O)c1ccc(NNC(C)=O)c([N+](=O)[O-])c1 | -2% | 0.0% | -4% | · | 10% | · | 4%
O=C(c1ccco1)N1CCN(C(c2ccccc2Cl)c2nnnn2Cc2cccs2)CC1 (configuration not stated) | -1% | -1.1% | 10% | 20% | ? | ? | -3%[38.3 µM]
CC(=O)Oc1ccc(-c2cccc(C(=O)N(C)c3ccc(O)cc3)c2)cc1 | 2% | -4.5% | 5% | 16% | 0% | -22%[46 µM] | 5%
O=C(CSc1nc2ccccc2c(=O)[nH]1)c1ccc(O)cc1O | -2% | -2.5% | 0% | -26% | 3% | · | 14%
Cc1ccc(C)c(Cn2nnc3c(=O)[nH]c(C(=O)Nc4ccc(F)cc4)nc32)c1 | 13% | -0.4% | 2% | 4% | -35% | -3%[46 µM] | 6%
CC(C)c1ccc(C(=O)NNC(=O)C2CC=CCC2C(=O)O)cc1 (configuration not stated) | 4% | -2.0% | -5% | -1% | 2% | -12% | 4%
Cc1oc(CC(C)C)c(CN2CCCC2)c1C(=O)O | 2% | -1.0% | 0% | -12% | -1%[46.1 µM] | 5% | 24%[38.3 µM]
NC(=O)C[n+]1cccc(/C=N/O)c1 | -1% | -1.0% | 1% | 7%[9.22 µM] | -8% | ? | 4%
O=c1c2ccccc2nc2n1C(CSc1ccc(F)cc1)CS2 (configuration not stated) | 0% | -2.9% | 2% | 27% | -6% | -4%[46 µM] | 1%

Screening data: PubChem BioAssay, National Center for Advancing Translational Sciences (NCATS)
